Source: PubChem BioAssay (several laboratories)
UTI89 phage lysis: inhibition of K1F phage lysis, E. coli UTI89, bacterial capsule biogenesis inhibitors, alamar blue (AID 488966). E. coli UTI89 K1F phage lysis, alamar blue, 2 h; higher % means a stronger effect. one-dose inhibition, % at 100 µM; IC50 in µM for titrated hits. 0.02% of 340,000 active;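 active = phage lysis inhibition, versus mean bacterial control, above a set limit; inconclusive = no clear call, values can overlap the other calls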;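 also: capsule biogenesis inhibitors block K1F phage lysis so surviving cells raise fluorescence; higher fluorescence means more inhibition of phage lysis; actives were called in the ten point dose series up to 300 µM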
NTR1 agonist: agonists of NTR1, primary screen, imaging, U2OS cells, beta-arrestin-GFP, high content (AID 493036); NTR1-U2OS beta-arrestin-GFP spot imaging, agonist mode; activation, % at 20 µM; 0.17% of 330,000 active;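 active = activation at or above 40% of the spot to cytoplasm intensity ratio, with at least 20 cells analyzed; inconclusive = wells under 20 cells, flagged as cytotoxic or low count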;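 also: 0% = DMSO without peptide and 100% = 100 nM NTR1 peptide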
Target sequence (P30989 whole entry, looked up): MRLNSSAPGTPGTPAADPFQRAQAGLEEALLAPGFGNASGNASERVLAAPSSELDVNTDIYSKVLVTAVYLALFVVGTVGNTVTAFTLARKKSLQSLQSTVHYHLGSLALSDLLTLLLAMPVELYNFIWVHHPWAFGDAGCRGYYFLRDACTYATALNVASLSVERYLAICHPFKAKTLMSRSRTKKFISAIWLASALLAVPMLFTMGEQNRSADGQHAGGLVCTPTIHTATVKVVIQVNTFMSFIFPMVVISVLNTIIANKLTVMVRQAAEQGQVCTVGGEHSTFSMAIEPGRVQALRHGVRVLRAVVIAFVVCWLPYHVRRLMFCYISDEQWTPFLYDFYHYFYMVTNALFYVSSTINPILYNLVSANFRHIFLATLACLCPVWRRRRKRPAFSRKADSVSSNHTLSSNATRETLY
RSV antiviral HEp-2: inhibition of RSV-induced cytopathic effect – HEp-2 cells, primary 10 µM value included (AID 2391); HEp-2 cells, RSV-induced CPE inhibition; higher % means a stronger effect; one-dose CPE inhibition, % at 10 µM; IC50 in µM for titrated hits; 0.13% of 310,000 active; in the data active = a potency from the dose series; inconclusive = CPE inhibition mostly from about 23% at the one dose, without a potency; inactive = the rest, 99 in 100 with CPE inhibition below about 21%; also: strong numbers were not always called active
AID2073: inhibitors of Mint1-CaV2.2 protein interaction, biochemical, HTRF (AID 2073); HTRF protein-protein interaction, Mint1-CaV2.2; higher % means a stronger effect; 0.19% of 290,000 active; one-dose inhibition, % at 20 µM; IC50 in µM for titrated hits; in the data active = inhibition mostly above about 51%, no sharp cut-off; inconclusive = no clear call, values can overlap the other calls; inactive = mostly below about 53%; also: some results filed as inactive read as strong as hits
NS5 inhibitors: flavivirus cap methylation enzyme inhibition – biochemical, confirmation dose response, primary screen (AID 588689) | Dengue-2 NS5 methyltransferase capping enzyme assay, biochemical; higher % means a stronger effect | inhibition, % at 25 µM; hits with a dose series show IC50 in µM | 0.3% of 340,000 active; in the data active = a potency from the dose series; inconclusive = inhibition above about 29% without an active follow-up result
SIAH1 antagonists: blockers of Siah-1 interaction with plectin peptide – biochemical, fluorescence polarization, rhodamine-plectin, uHTS, primary screen (AID 1817). 0.02% of 290,000 active. Siah-1 / rhodamine-plectin peptide fluorescence polarization; higher % means a stronger effect. displacement, % at 20 µM, or IC50 in µM where a hit was titrated;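 active = displacement of at least 50% at 20 µM, with a fluorescence ratio check between 0.3 and a set limit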;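 also: plate controls were Siah plus tracer with DMSO for no effect and tracer alone without Siah for full effect; strong numbers were not always called active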
Rac1 GTP hydrolysis: MgcRacGAP GTPase-activating activity inhibitors, confirmation, biochemical, ADP Hunter fluorescence; MgcRacGAP-stimulated Rac1 GTP hydrolysis, ADP Hunter fluorescence; higher % means a stronger effect; GST-tagged Rac1 F28L mutant substrate; inhibition, % at 30 µM, or IC50 in µM where a hit was titrated; 0.6% of 340,000 active;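 active = first-screen hits whose inhibition reached a set limit at any dose in the follow-up dose series; inconclusive = inhibition above the set first-screen limit but never retested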;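 also: fluorescence reports GDP produced by GAP-driven GTP hydrolysis; strong numbers were not always called active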
West Nile virus CPE: West Nile virus antiviral activity, cell-based, CPE readout (AID 1621). one-dose CPE inhibition, % at 10 µM; IC50 in µM for titrated hits. 0.02% of 290,000 active. West Nile virus-infected cells, CPE inhibition; higher % means a stronger effect; in the data active = a potency from the dose series; inconclusive = CPE inhibition mostly from about 3.7% at the one dose, without a potency; inactive = the rest, 99 in 100 with CPE inhibition below about 2.2%; also: strong numbers were not always called active
SV40 large T antigen: SV40 large T antigen inhibitors, biochemical (AID 1903) | SV40 large T antigen ATPase/helicase inhibition assay; higher % means a stronger effect | 0.39% of 310,000 active | one-dose inhibition, % at 20 µM; IC50 in µM for titrated hits; in the data active = a potency from the dose series; inconclusive = inhibition mostly from about 32% at the one dose, without a potency; inactive = the rest, 99 in 100 with inhibition below about 32%; also: strong numbers were not always called active
NTR1 agonist cell count 20 µM: second read-out of NTR1 agonist, no call of its own (marks repeat the call); cell count; measured here: cell count, cytotoxicity flag
NS5 inhibitors pilot replicate: second read-out of NS5 inhibitors, no call of its own (marks repeat the call); inhibition, %; measured here: pilot screen replicate inhibition
* = called active by the depositor; i = inactive; u = inconclusive; x = no result given; [ ] = remark or other dose.

SMILES | UTI89 phage lysis | NTR1 agonist | NTR1 agonist cell count 20 µM | RSV antiviral HEp-2 | AID2073 | NS5 inhibitors | SIAH1 antagonists | Rac1 GTP hydrolysis | West Nile virus CPE | SV40 large T antigen | others
Cc1cccc2cc(CN(Cc3cccs3)C(c3nnnn3C3CCCC3)C(C)C)c(=O)[nH]c12 (stereo not drawn) | -0.2% | x | x | x | 13% | -7% | -2% | 3% | -0.3% | 0%
CN(C)c1ccc(-c2ccc3oc(-c4ccsc4)cc(=O)c3c2)cn1 | 0.0% | 2.9 | 68 | x | x | u | x | -3% | x | x
CCN1CCc2c(OCC(=O)N3CCCCC3)cccc2C1=O | 0.2% | -0.2 | 61 | -1.3% | -9% | -1% | 6% | -2% | 0.0% | 6%
CCCCn1c(N)c(N(CC)C(=O)c2c(CC)noc2C)c(=O)[nH]c1=O | 0.7%[50 µM] | -0.9 | 54 | -2.1% | x | 1% | x | 7% | x | 5%
Cc1ccsc1C(=O)Nc1ccc(OCc2ccccc2)cc1 | 0.3% | 3.1 | 45 | -1.3% | 14% | -2% | -2% | 5% | -0.6% | 16%
COC(=O)c1c(NC(=O)c2ccco2)sc(C)c1C | 4.1% | 0.3 | 81 | 1.7% | -8% | 0% | 4% | 7% | -0.3% | 21%
O=c1c2ccccc2sn1-c1ccc(F)cc1 | -2.2% | -2.6 | 54 | -1.5% | x | -38% | x | 39µM* | x | x
O=C1Nc2ccccc2Oc2cc([N+](=O)[O-])ccc21 | 0.3% | -1.9 | 70 | -0.7% | 17% | -6% | 8% | 2% | -0.5% | 8%
COc1cccc(CNC(=O)CCl)c1 | 1.4%[50 µM] | -1.0 | 35 | -0.3% | -10% | 0% | -4% | 4% | 0.2% | 29%
Cc1ccc(S(=O)(=O)NNc2ccccc2)cc1 | -2.1% | -0.3 | 82 | -1.1% | -116% | 16% | 2% | 10% | 0.1% | 17%
CCN(CC)S(=O)(=O)c1cccc(C(=O)N[C@H](C(=O)O)C(C)C)c1 | 5.2% | 0.1 | 49 | 1.0% | 14% | 1% | -2% | 6% | 0.0% | -1%
O=c1ncn(-c2cccc(F)c2)c2ncccc12 | 0.4% | 2.2 | 77 | 0.7% | 5% | -12% | 1% | 9% | 0.0% | 5% | NS5 inhibitors pilot replicate=2.3
O=C(O)c1cc2c([nH]c1=O)CCCC2 | 2.8% | -3.2 | 85 | 0.6% | 6% | 4% | -1% | 4% | 0.2% | -9%
COc1ccccc1C(=O)NC1CCCc2ccccc21 (stereo not drawn) | 1.5% | 1.8 | 41 | 7.5% | 6% | -2% | 4% | -1% | -0.3% | 8%
COc1ccccc1-n1ccnc1SCC(=O)NCC1CCCO1 (stereo not drawn) | 0.2% | -0.5 | 61 | 2.8% | 2% | -1% | -3% | 10% | 0.2% | 10%

The final two records of the part before lead into the next.
SMILES | UTI89 phage lysis | NTR1 agonist | NTR1 agonist cell count 20 µM | RSV antiviral HEp-2 | AID2073 | NS5 inhibitors | SIAH1 antagonists | Rac1 GTP hydrolysis | West Nile virus CPE | SV40 large T antigen | others
COc1ccccc1C(=O)NC1CCCc2ccccc21 (stereo not drawn) | 1.5% | 1.8 | 41 | 7.5% | 6% | -2% | 4% | -1% | -0.3% | 8%
COc1ccccc1-n1ccnc1SCC(=O)NCC1CCCO1 (stereo not drawn) | 0.2% | -0.5 | 61 | 2.8% | 2% | -1% | -3% | 10% | 0.2% | 10%
Cc1cccc(C(=O)NCC(=O)OCC(=O)NC2CCCCCCC2)c1 | 0.6%[50 µM] | 0.9 | 60 | -0.7% | x | -2% | x | 4% | x | 13%
CS(=O)(=O)c1cc([N+](=O)[O-])c(Sc2nc3ccccc3[nH]2)c([N+](=O)[O-])c1 | -7.2% | 31 | 72 | x | -5% | u | 7% | 29% | -0.2% | 27%
CCCn1c(=NC(=O)c2c(-c3c(F)cccc3Cl)noc2C)c(C(=O)OCC)cc2c(=O)n3ccccc3nc21 | x | 6.8 | 52 | 13% | 32% | x | 5% | x | -0.6% | 5%
COc1ccc(NC(=S)N2CCN(Cc3ccccc3)CC2)c(OC)c1 | 0.1% | 3.6 | 80 | 1.2% | -23% | -5% | 6% | 4% | 0.1% | 4%
CC(C)c1ccc(CNc2nc3nc4c(c(=O)n3[nH]2)CCC4)cc1 | 7.6% | -0.9 | 96 | 5.2% | 12% | 2% | 0% | 4% | 0.9% | 3%
Cc1cccc(Oc2c([N+](=O)[O-])c(=O)n(C)c3ccccc23)c1 | -0.4% | 0.3 | 42 | 3.6% | 17% | 34% | 10% | -61% | 0.0% | 31%
COC(=O)C1CCN(C(=O)CCCOc2ccccc2)CC1 | 0.3% | -0.7 | 70 | 0.8% | -6% | -2% | -3% | 8% | 0.0% | -13%
COc1ccc(C2CC(c3ccccc3C(F)(F)F)=NN2c2ccc(S(N)(=O)=O)cc2)cc1 (stereo not drawn) | 0.3% | 9.9 | 85 | x | x | -3% | x | 11% | x | x | NS5 inhibitors pilot replicate=-3.1
CN(C)c1ccc(C(=O)c2ccccc2)cc1 | 0.7% | 0.4 | 81 | 2.5% | 9% | -2% | -2% | 6% | 0.5% | 12% | NS5 inhibitors pilot replicate=2.4
CC(=O)c1ccc(N2CCN(C(=O)Cc3cccs3)CC2)cc1 | 0.1% | 0.5 | 55 | 0.7% | -5% | -4% | 1% | 9% | -0.7% | 2%
COc1ccccc1CNC(=O)C1CCC(CNS(=O)(=O)c2ccc(F)cc2)CC1 (stereo not drawn) | 0.1% | 1.5 | 92 | -0.6% | 6% | -6% | -6% | 3% | -0.7% | 2%
Cc1cccc(C(=O)OC(C)C(=O)N2CCN(Cc3ccccc3)CC2)c1 (stereo not drawn) | 1.4%[50 µM] | -1.6 | 60 | x | x | -7% | x | 2% | x | x
CCOC(=O)CSc1nc2ccc(C)cc2n2cnnc12 | -0.3% | 0.8 | 54 | -0.5% | 9% | -9% | -6% | -4% | -0.9% | -4%
Cc1c([C@H]2[C@@H](CC#N)C2(C)C)c2ccccc2n1C | -0.3% | 2.0 | 41 | 0.6% | 8% | 3% | 2% | 9% | -0.1% | 3%
Clc1ccc(CNc2ccc(N3CCN(Cc4ccccc4)CC3)cc2)cc1 | 0.8% | 2.0 | 51 | -0.6% | -19% | -3% | 9% | 41µM* | u | 16%
COc1ccc2cc(C(C)C(=O)OC(C)C)ccc2c1 (stereo not drawn) | 3.5% | 4.4 | 50 | 1.8% | x | -5% | x | 10% | x | x
O=C(c1ccccc1)N1CCC(c2nc(-c3ccc(S(=O)(=O)NCC4CCCO4)cc3)no2)CC1 (stereo not drawn) | 3.3% | 1.6 | 73 | 2.2% | -10% | -2% | 0% | -1% | -0.5% | 12%
Cc1c(OCC(=O)NCC2CCC(C(=O)NCCCO)CC2)ccc2c(-c3ccccc3)cc(=O)oc12 (stereo not drawn) | 0.0% | -0.4 | 71 | 2.0% | 2% | -4% | 4% | 7% | -0.1% | 8%
Cn1cccc1C(=O)OCC(=O)Nc1cc(C(C)(C)C)nn1-c1ccccc1 | -0.4% | 1.3 | 92 | 10% | -4% | 0% | 0% | 2% | -0.7% | 22%
COc1ccccc1C(=O)NCC(=O)Nc1ccc2c(c1)CCC2 | 0.3%[50 µM] | -0.1 | 62 | -0.1% | x | 3% | x | 7% | x | x
CCC(=O)NC(=S)NNC(=O)c1ccc(OC)cc1 | 6.8% | 0.6 | 59 | 1.8% | -6% | -6% | 3% | 3% | -0.3% | 7%
CCCCCn1nc(C(=O)N2CCc3ccccc32)c2ccccc2c1=O | -0.3%[50 µM] | 0.7 | 59 | 2.4% | x | 3% | x | 2% | x | x
COc1cccc(/C=C2\SC(N3CCCC(C)C3)=NC2=O)c1OC (stereo not drawn) | 2.4%[50 µM] | 3.4 | 90 | 3.3% | 24% | -4% | -2% | 10% | -1.4% | 7%
S=C(NCc1ccco1)Nc1ccc(Cl)c(Cl)c1 | 1.6% | 5.4 | 64 | 12% | -25% | -11% | -1% | 3% | 0.0% | 0%
C#CCOCCOCCOCCNc1nc(N2CCN(C(=O)[C@H](CCCCN)n3cc(CN)nn3)CC2)nc(N2CCN(C(=O)[C@H](CCCCN)n3cc([C@@H](N)[C@H](C)CC)nn3)CC2)n1 | i | -2.2 | 48 | x | x | 1% | x | u | x | x
C=CCn1c(SCC(=O)NCc2ccc3c(c2)OCO3)nc2scc(-c3ccccc3)c2c1=O | 0.2% | 0.8 | 79 | 0.6% | -8% | -5% | -4% | 5% | 0.3% | 10%
CCCCc1ncc(CN2CCC(n3nccc3NC(=O)C(OC)c3ccccc3)CC2)[nH]1 (stereo not drawn) | 1.1%[50 µM] | -0.3 | 64 | 0.2% | 3% | -5% | 3% | 8% | -0.2% | 30%
O=C(CSc1nc(=O)n(Cc2ccccn2)c2c1CCC2)Nc1ccc(F)cc1F | 1.4%[50 µM] | 1.8 | 82 | 2.7% | x | -6% | x | 7% | x | 12%
N#CCCn1cc(C(=O)Nc2ccc(C(=O)O)cc2)c(-c2ccc([N+](=O)[O-])cc2)n1 | -0.6% | 1.1 | 42 | 0.5% | 6% | -2% | 2% | 5% | 0.3% | 6%
COc1cccc(/C=N/c2nc3ccccc3n2C)c1O | 0.1% | 0.3 | 37 | 1.4% | 6% | 2% | 9% | 11% | 0.0% | 10%
Cc1cc(F)ccc1S(=O)(=O)N1CCCCC1CCNC(=O)C(=O)NCc1ccccn1 (stereo not drawn) | 0.6%[50 µM] | 1.5 | 63 | 6.8% | x | -6% | x | 1% | x | 19%
O=C(c1ccccc1F)N1CCN(Cc2ccccc2F)CC1 | -0.3% | -0.2 | 48 | 1.5% | -9% | 5% | -3% | 182µM* | -0.1% | -1%
COc1ccc(CCn2cc(C#N)c(=O)[nH]c2=O)cc1OC | 0.4% | 0.2 | 47 | 0.2% | -2% | 0% | 1% | 4% | 0.6% | 4%
O=C(CCNC(=O)c1ccco1)NCc1ccc(F)cc1 | -0.3% | 1.8 | 39 | x | x | 5% | x | 9% | x | x
O=C(COC(=O)c1ccc(F)c(S(=O)(=O)N2CCOCC2)c1)NCc1ccccc1 | -1.5% | 0.6 | 67 | x | x | 2% | x | 1% | x | x
Nc1ccc(-n2ccnc2)cc1 | 0.6% | 0.3 | 45 | 2.3% | 8% | -3% | -1% | 6% | 0.4% | 12%
CCOc1ccc(-c2c(C(=O)N/N=C(\C)c3ccco3)nnn2-c2nonc2N)cc1 | 3.7% | 0.8 | 50 | 0.4% | -4% | 1% | -6% | 6% | 0.4% | 6%
COC(=O)c1cc(S(=O)(=O)N(C)C2CCCCC2)oc1C | x | 0.2 | 48 | 2.7% | 3% | x | 14% | x | -0.5% | 15%
CCOc1ccc(C(=O)NCC(=O)Nc2cc(C)ccn2)cc1OCC | 1.2%[50 µM] | -0.6 | 50 | -0.7% | x | 3% | x | 9% | x | x
